# Screening data from PubChem.
# PP5 primary – PP5 (human) phosphatase inhibition; P53041; purified PP5c, OMFP substrate fluorescence; inhibition, % at 6.7 µM; 0.18% of 320,000 active;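 active means inhibition above the campaign's mean inhibition across all tested compounds plus 3 SD, cut at about 9.5% in these data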;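 further: 0% = DMSO only and 100% = 100 µM cantharidin control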
# CTSL1 counter – blocks F. hepatica cathepsin L1 in PFM18AAP counter-screen | recombinant F. hepatica cathepsin L1, Z-Leu-Arg-MCA fluorescence | inhibition, % at 5.96 µM | 0.49% of 300,000 active | AID 1906;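 active means inhibition above the mean of all tested compounds plus 3 SD, set per screening campaign, cut at about 17% in these data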;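 further: 0% = plate median of test compound wells and 100% = 1 µM Z-Phe-Ala-diazomethylketone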
# TPT1 inh – blocks Candida albicans tRNA 2'-phosphotransferase | inhibition, % at 5 µM | recombinant caTPT1, FP RNA substrate dephosphorylation | 0.81% of 300,000 active;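 active means inhibition above the mean of all tested compounds plus 3 SD, set per screening campaign, cut at about 24% in these data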;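 further: plate controls were DMSO alone for no effect and ferristatin control at 100 nM for full effect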
# PREPL inh – inhibits the human prolyl oligopeptidase-like enzyme | AID 2751 | recombinant PREPL, fluorescence polarization activity-based probe | Q4J6C6 | inhibition, % at 5.96 µM | 0.68% of 320,000 active; in the data active means inhibition above about 43%;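 further: 0% = enzyme with DMSO and 100% = wells lacking enzyme; many of its hits are not listed in these tables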
# HCV core dimer – HCV core protein dimerization inhibition; TR-FRET GST/Flag-core106 dimerization, 1536-well; inhibition, % at 5 µM; 0.33% of 300,000 active; AID 1899;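 active means inhibition above the mean of all tested compounds plus 3 SD, set per screening campaign, cut at about 45% in these data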
#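 Assay system: Tagged HCV core106 pair (GST and Flag) | Buffer or medium: KF-containing HEPES buffer, pH 7.45, DTT, CHAPS, BSA | Also added: Eu donor and XL665 acceptor anti-tag antibodies | Dosing: One concentration, 5 µM, in 0.5% DMSO | Timing: 4 h at 22.5 °C | Technique: TR-FRET 671 and 617 nm emission | Repeats: Singlicate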
# PP1 inh – PP1-alpha (human) inhibition in PP5 counter-screen | AID 2235 | P62136 | 0.9% of 320,000 active | purified PP1alpha, OMFP fluorescence | inhibition, % at 6.7 µM;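 active means inhibition above the mean inhibition of all tested compounds plus 3 SD, computed separately for each screening campaign, cut at about 15% in these data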
# Target sequence (P62136 whole entry, looked up): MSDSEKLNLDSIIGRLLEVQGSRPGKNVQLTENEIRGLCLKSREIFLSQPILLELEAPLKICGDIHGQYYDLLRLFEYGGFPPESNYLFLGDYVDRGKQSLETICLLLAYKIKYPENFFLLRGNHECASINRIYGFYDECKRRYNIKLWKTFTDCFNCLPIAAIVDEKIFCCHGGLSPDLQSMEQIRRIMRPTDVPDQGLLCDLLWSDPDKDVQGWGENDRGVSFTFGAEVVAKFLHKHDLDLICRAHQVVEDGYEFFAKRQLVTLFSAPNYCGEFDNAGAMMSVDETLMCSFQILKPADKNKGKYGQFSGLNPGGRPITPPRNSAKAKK
# Efflux pump inh – antifungal efflux pump inhibition, Nile Red retention; S. cerevisiae Candida pump triplex; inhibition, % at 10 µM; 0.44% of 330,000 active;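 active means plate passing quality check with inhibition over a set limit, or well fluorescence over plate mean plus 4 SD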;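 further: Nile Red retained in pooled yeast measured as flow cytometry median fluorescence; 0% = buffer negative control and 100% = Enniatin B positive control; higher means more Nile Red kept so more efflux inhibition; some compounds called inactive have numbers as strong as hits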
# LYPLA2 counter – counter-screen for PME1 inhibitors: inhibitors of human LYPLA2. O95372. recombinant LYPLA2, FP-Rh probe fluorescence polarization. inhibition, % at 5.9 µM. 0.38% of 320,000 active. AID 2177;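 active means inhibition above the screen-wide mean plus 3 SD, limit set per campaign, cut at about 26% in these data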;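 further: 0% = LYPLA2 with DMSO and 100% = wells lacking LYPLA2 enzyme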
# Target sequence (O95372 whole entry, looked up): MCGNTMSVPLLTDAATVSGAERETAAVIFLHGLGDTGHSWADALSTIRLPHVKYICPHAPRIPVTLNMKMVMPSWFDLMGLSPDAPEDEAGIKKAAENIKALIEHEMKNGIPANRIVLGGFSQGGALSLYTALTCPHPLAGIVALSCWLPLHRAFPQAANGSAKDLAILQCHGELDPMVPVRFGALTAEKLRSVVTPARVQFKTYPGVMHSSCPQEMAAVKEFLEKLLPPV
# GASC-1 inh – inhibitors of human GASC-1 (JMJD2C) demethylase; 0.069% of 330,000 active; GST-JMJD2C(1-420) H3K9me3 demethylation, DELFIA europium; AID 2099; Q9H3R0; inhibition, % at 2.35 µM;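 active means more than half of a compound's replicate wells show inhibition beyond 50%, single wells judged on their own value; inconclusive means some, but no more than half, of replicates pass 50% inhibition; inactive means no replicate passes 50% inhibition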;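 further: signal counts dimethyl H3K9 product captured on neutravidin plate; 0% = median of DMSO wells and 100% = 0.3 times that DMSO median; strong numbers were not always called active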
# Target sequence (Q9H3R0 1-420 limits assumed): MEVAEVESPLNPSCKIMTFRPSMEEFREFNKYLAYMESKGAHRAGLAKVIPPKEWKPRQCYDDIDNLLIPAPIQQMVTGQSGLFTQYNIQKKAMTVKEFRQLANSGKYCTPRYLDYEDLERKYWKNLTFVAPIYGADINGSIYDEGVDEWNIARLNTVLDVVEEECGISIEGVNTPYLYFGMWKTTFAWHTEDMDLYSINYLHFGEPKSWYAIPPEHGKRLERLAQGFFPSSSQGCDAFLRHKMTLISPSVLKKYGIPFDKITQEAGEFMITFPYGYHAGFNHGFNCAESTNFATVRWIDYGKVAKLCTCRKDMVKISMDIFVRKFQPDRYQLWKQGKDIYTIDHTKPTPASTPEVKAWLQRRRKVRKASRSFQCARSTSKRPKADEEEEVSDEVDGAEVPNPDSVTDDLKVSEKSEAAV
# Starred values were filed as active, the others as inactive; ? = inconclusive; nt = not tested or not shown; & = joins results of further samples.
# Fields: PP5 primary	CTSL1 counter	TPT1 inh	PREPL inh	HCV core dimer	PP1 inh	Efflux pump inh	LYPLA2 counter	GASC-1 inh
O=C(c1ccc(F)cc1)C1CCN(C(=O)Nc2ccccc2Cl)CC1
    0.4	1	-1	3	2	0	-0.1	7	-28
COc1ccc(N2CCN(C(=O)c3cccc(Br)c3)CC2)c([N+](=O)[O-])c1
    2.2	4	-8	19	3	5	0.0	15	15
COc1ccc(NC(=O)Cn2c(=O)n(-c3ccc(CC(=O)NCc4ccco4)cc3)c(=O)c3ccccc32)cc1
    -1.0	1	2	-2	4	0	-0.1	-52	-2
Cc1cc(C)c(S(=O)(=O)N2CCCOC2CNC(=O)C(=O)NCc2ccncc2)c(C)c1 (stereo not given)
    -0.9	-2	3	14	-5	-1	0.8	-5	5
COc1cc(/C=N/n2c(C)n[nH]c2=S)ccc1OCc1ccc(F)cc1
    -0.6	7	0	50*	4	1	-0.1	7	0
Cc1cc(Br)ccc1SCC(=O)NCC(c1ccco1)N1CCCCC1 (stereo not given)
    0.7	0	0	8	-4	-1	0.1	4	-3
COc1ccc2oc(C(=O)OC(C)C(=O)NC3(C#N)CCCCC3)c(C)c2c1 (stereo not given)
    -0.5	-1	0	26	6	5	0.1	-3	?
CCOC(=O)/C(=N/Nc1ccc(Cl)cc1)S(=O)(=O)c1ccc(Cl)cc1
    2.3	-3	1	19	5	0	0.1	5	-6
COc1ccc(CN2CC(C(=O)NCc3ccccn3)CC2=O)cc1 (stereo not given)
    2.4	-2	-7	1	-8	-4	-0.2	9	14
COc1ccccc1Nc1nnc(SCC(=O)N2CCCC2)s1
    -2.3	6	-1	10	-6	-2	-0.6	5	-3
Cc1ccc2c(c1)C(c1ccc(N3CCOCC3)cc1)=NNC(c1cccs1)=N2
    0.1	-2	-3	6	3	1	-0.4	13	-6
CS(=O)(=O)Nc1ccc(C(=O)Nc2ccccc2Sc2ccccc2)cc1
    0.3	3	1	-19	4	2	-1.0	5	-7
CCCCCC(=O)N/N=C/c1ccc([N+](=O)[O-])o1
    2.6	2	0	6	1	3	0.0	0	0
COC(=O)/C=C1\S/C(=N/NC(=O)c2ccccc2)NC1=O
    -0.2	3	-2	1	-5	1	-0.1	6	-3
CC1(C)C(=O)Nc2ccccc2N1C(=O)COC(=O)c1ccc(Cl)c(S(=O)(=O)NCc2ccccc2)c1
    5.1	-4	5	0	23	7	0.3	-6	15
O=P(Cc1nnco1)(c1ccccc1)c1ccccc1
    -0.1	-2	-1	-8	1	1	-0.1	-8	-3
CCOc1cccc(NC(=O)C2CC(=O)N(C)C(=Nc3ccccc3)S2)c1 (stereo not given)
    0.8	-2	0	-14	8	-1	0.0	-1	11
COc1ccccc1CN1CCN(S(=O)(=O)c2ccccc2)CC1
    3.3	2	-2	14	1	-2	0.0	3	-3
CCOC(=O)c1c(-c2ccc(C)o2)csc1NC(=O)CSc1nnc(C)s1
    5.2	2	2	-21	5	1	0.1	0	79
CC1(C)CC(=O)c2sc(NS(C)(=O)=O)nc2C1
    2.2	-3	-5	6	-3	-2	-0.1	0	-18
O=C(NNC(=S)Nc1ccccc1)c1cc(-c2cccnc2)nc2ccccc12
    1.3	5	0	7	1	-1	0.0	3	-33
COc1ccc(-c2[nH]ncc2CN(C)C(C)c2ccon2)c(OC)c1 (stereo not given)
    -2.1	-1	1	16	0	1	0.2	-1	18
O=C(Nc1ccnn1C1CCN(C/C=C/c2ccccc2)CC1)C1CCCC1
    -2.2	-5	5	5	-1	-1	0.2	-2	3
Cc1nn(-c2ccccc2)c(C)c1C(=O)NCc1ccc(S(N)(=O)=O)cc1
    0.1	-3	3	-4	-4	-3	0.0	7	5
Cc1oc(-c2cccs2)[n+]([O-])c1C
    2.0	-1	-4	-5	-2	1	0.0	6	2
Cn1ccc(NS(=O)(=O)c2cc(Br)ccc2Br)n1
    -2.4	nt	nt	6	nt	13	0.0	6	-8
COc1ccc2cc3c(N)nn(C(=O)c4ccccc4Cl)c3nc2c1
    2.8	-1	1	-10	-5	-19	-0.1	-3	35
CCOC(=O)c1cnc2ccc(C(=O)OC)cc2c1NCCN1CCOCC1
    0.3	-1	-6	9	0	-2	0.0	-1	-17
O=C(COC(=O)c1cccs1)NC1CCCC1
    0.3	-2	-1	6	7	-3	0.0	1	-5
CC1(C)CC(NC(=S)Nc2ccc(S(N)(=O)=O)cc2)CC(C)(C)N1
    1.6	-1	-2	-1	2	-3	-0.1	1	12
CNC(=S)Nc1ccc(Nc2ccccc2)cc1
    4.5	-1	-1	20	-15	-2	0.6	8	9
CC1(C)CC(=O)C=C(Nc2ccccc2)C1
    -2.9	-2	1	-5	0	-6	0.0	1	-18
O=C(/C=C/c1ccccc1)N/C(=C\c1ccco1)C(=O)NCCO
    3.8	0	6	0	1	-2	0.0	0	2
C/C(=N\N=c1/scc(C)n1Cc1ccco1)c1cccc([N+](=O)[O-])c1
    1.3	1	1	8	-5	4	0.0	7	3
Cn1c(CCNC(=O)c2ccco2)nc2cc(NC(=O)c3ccccc3)ccc21
    -1.3	1	0	2	0	-3	0.0	-8	64
CCN(CC)C(=O)N1CCN(C(=O)c2ccc(C)cn2)CC1
    -0.9	-1	1	-1	0	-2	-0.1	-2	4
COc1ccnc(N=CNOCc2ccc(C)cc2)c1C#N
    -0.7	0	-6	4	-3	-1	0.0	3	14
COc1ccccc1Nc1nc(C)cc(=O)[nH]1
    1.0	-2	-6	0	3	-1	0.1	2	-1
COc1cccc(C(C(=O)NC(C)(C)C)N(Cc2ccco2)C(=O)CCC(=O)Nc2cc(C)on2)c1OC (stereo not given)
    -1.8	-1	-1	0	1	-3	0.1	-4	-2
Cc1nnc2sc(-c3ccc(NC(=O)c4ccc(-c5ccc(Cl)cc5Cl)o4)cc3)nn12
    -0.1	0	1	6	12	9	0.4	-13	-1
COc1ccc(NC(=O)CSc2nnc(-c3ccncc3)n2C)cc1
    -1.1	-9	3	17	-2	-10	0.6	-4	22
CSCC[C@H](NC(=O)C1CCCC1)c1nc2ccccc2[nH]1
    3.1	-3	1	1	-4	-2	0.2	4	-1
CCN(CC)S(=O)(=O)c1ccc(NC(=O)Cn2c(=O)sc3ccccc32)cc1
    4.8	-5	-2	7	11	5	0.0	-11	9&0
Cc1ccc(C(=O)n2nc(-c3cccnc3)nc2N)cc1
    1.2	1	-1	5	-1	1	0.0	-1	0
CNC(=O)N(C1=NCC(C)S1)c1ccc(F)cc1F (stereo not given)
    2.6	0	-2	6	2	3	0.1	7	0
CNc1nc2ccccc2n(C)c1=O
    -0.3	1	0	-5	-1	-1	0.1	1	2
O=S(=O)(c1cccc(-c2cn3ccccc3n2)c1)N1CCCC1
    2.0	-5	-1	2	0	0	-0.1	3	7
CN1CCN(Cc2cccc(Oc3ccc(Cl)cc3)c2)CC1
    0.9	0	4	2	-2	-2	-0.6	0	22
Cc1cc(C)n(C(=O)CNC(=O)c2ccc(C(C)(C)C)cc2)n1
    1.8	-1	-2	0	5	2	0.3	4	-22
O=C(NCc1cccs1)c1ccc(Br)o1
    -1.0	-1	-1	-8	-8	-5	0.5	5	-12

# The list continues.
# Fields: PP5 primary	CTSL1 counter	TPT1 inh	PREPL inh	HCV core dimer	PP1 inh	Efflux pump inh	LYPLA2 counter	GASC-1 inh
COc1ccccc1C(=O)CSc1n[nH]c(N)n1
    -0.1	-2	-5	12	-1	2	-0.1	3	0
O=C(CCC1CCCC1)Nc1cccc(Cc2ccncc2)c1
    0.4	6	-1	5	0	-1	0.1	4	-25
CCC(=O)Nc1ccc(Cl)c(NC(=O)c2ccc([N+](=O)[O-])cc2)c1
    -1.2	6	4	2	-1	-5	-0.1	-2	5
COc1ccc(CC(=O)NNS(=O)(=O)c2ccccc2)cc1OC
    1.2	-5	0	15	-2	-3	0.6	-4	-6
COC(=O)CCS(=O)(=O)c1nc(-c2ccccc2)cc(C(F)(F)F)n1
    0.1	1	-3	2	4	-2	-0.1	4	2
Cc1ccc(N(CC(=O)N(C)Cc2ccccc2)S(C)(=O)=O)cc1C
    0.1	2	-3	7	-16	4	0.0	4	7
Cn1c(N)c(C(=O)COC(=O)c2ccc(S(=O)(=O)N3CCCCC3)cc2)c(=O)n(C)c1=O
    2.6	1	-2	0	-3	3	0.0	4	-15
Cn1c(=O)c2[nH]c(CN3CCN(Cc4ccccc4)CC3)nc2n(C)c1=O
    6.3	-1	4	6	-1	-5	0.1	11	29
CC(=O)Oc1c(I)cc(I)cc1C(=O)Nc1ccc(Cl)cc1
    4.9	-1	-4	17	-16	10	-0.5	-23	10
CCOC(=O)c1cnc2c(C)cc(C)cc2c1Nc1ccc(S(=O)(=O)Nc2ncccn2)cc1
    0.3	6	-4	4	8	0	-0.1	10	2
CCc1nnnn1-c1ccc([N+](=O)[O-])cc1C
    0.1	3	3	23	-3	-1	0.0	0	10
O=C(CSc1ncccn1)Nc1ncc(C(F)(F)F)cc1Cl
    -0.8	-1	-2	3	-1	2	0.0	5	-25
O=C(c1ccco1)N1CCN(c2nnc(-c3ccccc3)c3ccccc23)CC1
    -0.1	-1	-5	0	-4	-2	-0.1	2	0
CN(c1ccc([N+](=O)[O-])cc1C(=O)Nc1ccccc1)C1CCCCC1
    1.7	4	1	23	-4	0	0.0	2	11
Cc1nc(CCNS(=O)(=O)c2cccnc2)cs1
    -1.4	-2	-3	-2	2	-4	0.0	-12	10
COc1cccc(C(C(=O)NC2CCCC2)N(C(=O)c2ccco2)C2CC2)c1OC (stereo not given)
    1.8	3	2	15	2	0	0.1	-8	4
CCc1ccc(C(C(=O)NC(C)(C)CC)N(Cc2ccco2)C(=O)Cn2nnc3ccccc32)cc1 (stereo not given)
    2.7	1	0	19	26	-5	0.2	-5	-1
COc1ccccc1Nc1ccc(C(=O)NCc2cccs2)cn1
    4.1	1	-5	8	5	4	0.4	-2	-6
COCc1ccc(CN2CCC(CO)(CC3CCCCO3)CC2)o1 (stereo not given)
    -1.1	-8	-3	1	0	0	-0.1	2	4
O=C(CN1C(=O)c2ccccc2C1=O)Nc1cccc(S(=O)(=O)Nc2ccccc2Cl)c1
    12*	0	3	4	3	-4	0.6	-1	-24
COc1cc(C2CC(=O)N3CN(Cc4ccco4)CSC3=C2C#N)ccc1OCc1ccccc1 (stereo not given)
    0.5	5	1	3	5	8	0.1	-5	-3
CC(=O)c1cccc(NC(=S)Nc2cccc3ccccc23)c1
    1.8	-1	1	14	0	-1	0.1	-2	7
OCc1ccccc1OCCCN1CCC(Cc2ccccc2)CC1
    1.8	-8	-4	27	-5	-2	0.0	3	1
Cc1cc(C(=O)COC(=O)c2ccccc2O)c(C)n1Cc1cccs1
    1.6	1	-2	0	3	1	-0.4	-1	-6
Cc1ccc(C2SCC(=O)N2c2ccccc2)cc1 (stereo not given)
    -1.6	-1	0	-4	1	-1	0.0	2	10

# Not all compounds are listed. The share of hits here may be higher or lower than overall.
